Compound activity as filed in PubChem.
RMI-FANCM inh – blocks RMI1/RMI2 complex binding to FANCM MM2 peptide; FP signal (polarization) at 33 µM; 70,000 tested, 0.58% active; Fluorescence polarization, RMI core complex with F-MM2 peptide; hits give low values; in the data active = FP signal below about 40; also: inactives centre near 61; strong numbers were not always called active; unit not given here
* = called active by the depositor; & = joins results of further samples. These rows are one share of the data; count on the stated rates, not on these rows.

RMI-FANCM inh,canonical_smiles
60,O=C(NCCc1ccccc1)C1CCN(c2ccc(-c3ccco3)nn2)CC1
58&59,CC12CCC3c4ccc(O)cc4CCC3C1C/C(=C\c1ccc(Cl)cc1)C2O (centres undefined)
63,O=C(NN1C(=O)CSC1=S)C(=O)NN1C(=O)CSC1=S
70,CC1CN(S(=O)(=O)c2c(Cl)cccc2Cl)CC(C)O1 (centres undefined)
61,O=S(=O)(NCCOc1cccc(C(F)(F)F)c1)c1ccc(Cl)cc1
60,Oc1c(Cl)c(Cl)c(Cl)c2ccccc12
127,Cn1c(=NC(=O)/C=C/c2cccs2)sc2cc(Cl)ccc21
64,CCN(CC)C(=S)SCSC(=S)N(CC)CC
61,O=S(=O)(Oc1cncc(Cl)c1)c1ccc(C(F)(F)F)cc1
85,O=c1c2sccc2nc(SCc2nc(-c3ccc4c(c3)OCO4)no2)n1-c1ccc(Cl)cc1
68,O=C(c1ccco1)N1CCc2ccc(NS(=O)(=O)c3ccc(Cl)s3)cc2C1
56,Cc1noc(C)c1C(=O)Nc1ccc(N2CCOCC2)nc1N1CCOCC1
60,Cc1cc2oc(C(=O)Nc3ccc(S(=O)(=O)Nc4onc(C)c4C)cc3)c(C)c2cc1C
76,Cc1cccc(CC(=O)Nc2ccc3c(c2)N(CCC(C)C)C(=O)C(C)(C)CO3)c1
61,OCCNC(=S)Nc1ccc2c(c1)OCO2
63,CCOc1cccc2sc(NCc3ccccc3)nc12
93,CCOc1ccccc1NC(=O)CSc1nccn2nc(-c3ccccc3OC)cc12
57,COc1ccc(C(=O)NCc2nnc(SCc3ccc(C(F)(F)F)cc3)n2C2CCCCC2)cc1
66,CC1=CC(=C2C(=O)NC(=S)NC2=O)C=C(C(F)(F)F)N1CCN1CCOCC1
65,O=C1/C(=C/c2ccc(F)cc2)SC(=S)N1N1CCOCC1
56,O=C1CS(=O)(=O)C(c2ccccn2)N1c1ccc(C(F)(F)F)cc1 (centres undefined)
79,CCn1nccc1C(=O)N(CCCN(C)C)c1nc2ccc(F)cc2s1
66,O=C(O)CCn1cnc2ccccc2c1=O
60,Cc1noc(C)c1-c1nc(CSCc2ccc(Cl)cc2)no1
56,Cc1nc2sccn2c(=O)c1NC(=O)c1ccccn1
58,O=C(NCc1ccccc1)/C(=C\c1ccccc1Cl)NC(=O)c1ccc([N+](=O)[O-])cc1
73,COc1cc2nc(N)sc2cc1OC
60,Cc1oc(-c2cccc(Cl)c2)nc1CSc1nc2ccccc2c(=O)n1C
54,N/C(=N/NS(=O)(=O)c1ccccc1OC(F)(F)F)c1cnccn1
73,COc1ccc(-c2csc3ncnc(SCC(=O)Nc4nc(-c5ccccc5)ns4)c23)cc1
54,CC(=O)Oc1ccccc1C(C)=O
71,CCn1nccc1C(=O)N(Cc1ccccc1)c1nc2cc(C)cc(C)c2s1
80,O=C(NCCc1c[nH]c2ccccc12)C(=O)NCC(c1ccco1)N1CCN(c2ccc(F)cc2)CC1 (centres undefined)
64,C=CCN1C(=O)C(C)(C)COc2cc(NS(=O)(=O)CCC)ccc21
50,CC(=O)c1cc([N+](=O)[O-])c(SCCO)s1
65,Cc1ccccc1-c1nsc(SCC(=O)N2CCCCC2)n1
62,O=c1c(SCc2ccccc2Cl)nccn1-c1ccc2c(c1)OCCO2
61,Cn1c(C2CCN(S(C)(=O)=O)CC2)nn(CC(=O)N2CCOCC2)c1=O
106,O=C(CCCc1ccccc1)N1CCN(c2ccc(-c3ccc4c(c3)OCO4)nn2)CC1
57,COc1cc(S(=O)(=O)NCCc2c(C)[nH]c3ccc(OC(F)(F)F)cc23)ccc1Cl
66,O=C1NCCOc2ccc(NS(=O)(=O)c3ccc(F)cc3)cc21
70,Cc1ccc(NC(=O)N2CCN(c3ccc4nncn4n3)CC2)c(C)c1
57,CCOC(=O)c1c(-c2ccccc2)csc1NC(=O)C(Sc1ccccc1)c1ccccc1 (centres undefined)
111,CCN(CC)c1ccc2cc(/C(N)=N\NC(C)=O)c(=O)oc2c1
66,COc1ccc(C(=O)Nc2ccc(S(N)(=O)=O)cc2)cc1I
54,Nc1c(-c2ccccc2)nnn1-c1ccc(Br)cc1
55,CN(C)/C=C/C(=C(/C#N)C(N)=O)c1ccc(Cl)cc1
57,Cc1ccc(C(=O)CSc2nnc(C)n2-c2ccc(OCc3ccccc3)cc2)cc1
56,C/C(=N/O)c1ccc(Sc2ccccc2)cc1
66,O=[N+]([O-])c1ccc(CN2CCOCCOCCOCC2)cc1
54,Fc1ccccc1Cn1nnc2ccccc21
76,CCOc1ccccc1C(=O)Nc1cc(-c2cn3nc(OC)ccc3n2)ccc1C
57,O=C(CSCCS(=O)(=O)c1ccccc1)N/N=C\c1ccsc1
64,CN1C2CC(OC(=O)[C@H](CO)c3ccccc3)C[C@H]1[C@H]1OC21 (some centres undefined)
70,COc1ccc(N=Nc2cc(C)c(O)c(CN3CCCCC3)c2)cc1
72,CCOc1cccc2sc(N(CCn3nc(C)cc3C)C(=O)c3ccco3)nc12
57&57&61,CCS(=O)(=O)CCn1c([N+](=O)[O-])cnc1C
59,Cc1c([N+](=O)[O-])c(/C=C/N(C)C)nn1C
53,CCCCCCCCCOC(=O)CCN1C(=O)/C(=C2\SC(=S)N(CCC(=O)OCCCCCCCCC)C2=O)SC1=S
52,CC(=O)Nc1ccc(Cl)cc1C(=O)OCC(=O)c1ccc(Br)cc1

Following part:
RMI-FANCM inh,canonical_smiles
67,O=S(=O)(c1cccc2c(S(=O)(=O)N3CCCCC3)cccc12)N1CCCCC1
68,COc1ccc(CCS(=O)(=O)Nc2ccc3c(c2)CC(=O)N3)cc1
54,COC(=O)c1c(NC(C)=O)sc2c1CCS2
60,Cc1nc(C)c(-c2ccc(SCc3cccc(Cl)c3)nn2)s1
66,O=C(NCCn1ncc2c(=O)n(Cc3ccc([N+](=O)[O-])cc3)cnc21)c1ccc2c(c1)OCO2
77,Cc1ccc(-c2csc3nnc(SCC(=O)NCc4ccc5c(c4)OCO5)n23)cc1
58,Cc1cc2oc(=O)cc(CN3CC(C)OC(C)C3)c2cc1Cl (centres undefined)
59,O=C(CCN1CCOCC1)NNC(=O)Nc1cccc(C(F)(F)F)c1
66,Cc1ccc(Cn2c(CO)cnc2SCc2ccccc2C)cc1
56,CSc1nnc(SCC(=O)c2ccc3c(c2)OCCO3)s1
69,O=C(NC1CCCCC1)N1CCN(c2ccc3nnc(-c4ccco4)n3n2)CC1
90,CCOC(=O)c1sc(NC(=O)COc2ccccc2)c(SC#N)c1C
55,CCOC(=O)C1CCN(C(=O)c2ccc(Oc3cc(Cl)cc(Cl)c3)o2)CC1
56,CSc1nsc(SC)c1C(=O)Oc1ccccc1N1CCOCC1
59,Cc1ccc(C(=O)NCc2nnc(SCC(=O)N3CCc4ccccc43)n2-c2ccc(F)cc2)cc1[N+](=O)[O-]
56,COc1ccc(N2CCN(S(=O)(=O)CCNC(=O)c3cccc(Cl)c3)CC2)cc1
70,COc1ccc2c(c1)CCC1C2CC[C@@]2(C)C1CC[C@@H]2NCCCCCCN1C(=O)C=CC1=O (some centres undefined)
119,COc1cc2nc3sc(Nc4ccc(F)c(Cl)c4)nn3c(=O)c2cc1OC
72,COCCCN1C(=O)c2ccc3c(=O)n4c5ccccc5nc4c4ccc(c2c34)C1=O
87,Cc1ccccc1-c1nsc(SCC(=O)Nc2cccc(C)c2C)n1
58,Cc1ccc(NC(=O)CN2CCN(Cc3nc4ccccc4[nH]3)CC2)cc1Cl
65,CC(=O)N1CCc2c(sc(NC(=O)c3ccc(S(=O)(=O)N4CCOCC4)cc3)c2C#N)C1
60,N#C/C(=C/c1ccc2c(c1)OCO2)c1nnc2n1CCCCC2
63,SCCc1nc2ccccc2[nH]1
73,COCCN1CCC(CNS(=O)(=O)CCc2ccccc2)CC1
62,O=c1oc2ccccc2c(O)c1C=Nc1ccccc1Br
56,COc1ccc(S(=O)(=O)Nc2ccccc2Cl)cc1OC
59,Nc1ncnc(NNC(=O)CNC(=O)c2cc(Br)ccc2Cl)c1[N+](=O)[O-]
66,COc1ccc(C(=O)NCc2nnc(SCC(=O)Nc3ccc(C)cc3)n2CCc2ccccc2)cc1
64,O=C(COc1ccccc1)Nc1nccs1
58,CCOC(=O)N1CCN(S(=O)(=O)c2ccc(C(=O)Nc3nnc(-c4ccc(Cl)s4)o3)cc2)CC1
59,CCCCCCNC(CC(=O)Nc1ccc(C(C)=O)cc1)C(=O)O (centres undefined)
60,O=C(Nc1ccc(Cl)cc1)c1ncc(C(F)(F)F)cc1Cl
61,CCOC(=O)N1CCc2c(sc(NC(=O)c3cc4cc([N+](=O)[O-])ccc4s3)c2C(N)=O)C1
65,C/C=C/C(=O)Nn1cnc2c(cnn2-c2ccc(C)cc2)c1=O
132,COc1ccc(-c2noc(CSc3n[nH]c(=O)c4cc(-c5cccs5)nn34)n2)c(OC)c1

Next section (two carried over from the part before).
RMI-FANCM inh,canonical_smiles
65,C/C=C/C(=O)Nn1cnc2c(cnn2-c2ccc(C)cc2)c1=O
132,COc1ccc(-c2noc(CSc3n[nH]c(=O)c4cc(-c5cccs5)nn34)n2)c(OC)c1
58,O=C(c1csc(-c2ccccc2)n1)N(Cc1ccccn1)Cc1ccccn1
61,N#Cc1ccc(Oc2ccc(N3C(=O)C4C5C=CC(C5)C4C3=O)cc2)cc1 (centres undefined)
51,CC1c2snnc2-c2cc(Cl)ccc2S1(=O)=O (centres undefined)
62,CCCNC(=O)C(=O)Nc1cccc(N2CCCS2(=O)=O)c1
65,COC(=O)CSc1nnc(CNC(=O)c2cccc(C)c2)n1C
56,COCC(=O)Nc1ccc2c(c1)CCC(=O)N2C
58,COCCNC(=S)N1CCc2cc(OC)c(OC)cc2C1COc1ccc(C(C)C)cc1 (centres undefined)
62,Cc1sc(N2C(=O)C3C4C=CC(C4)C3C2=O)c(C#N)c1C (centres undefined)
64,O=C(Nc1ccc2c(c1)OCO2)N1CCCC(c2nnc(-c3cccs3)o2)C1 (centres undefined)
73,CC(C)(C)c1ccc(S(=O)(=O)NCC(=O)N2CCCC2)cc1
53,Clc1ccc2oc(-c3csc(-c4ccccc4)n3)cc2c1
50,O=S1(=O)CC=C(Sc2ccccc2)C1

Among those listed so far, these contain bromine.
RMI-FANCM inh,canonical_smiles
54,Nc1c(-c2ccccc2)nnn1-c1ccc(Br)cc1
52,CC(=O)Nc1ccc(Cl)cc1C(=O)OCC(=O)c1ccc(Br)cc1
62,O=c1oc2ccccc2c(O)c1C=Nc1ccccc1Br
59,Nc1ncnc(NNC(=O)CNC(=O)c2cc(Br)ccc2Cl)c1[N+](=O)[O-]

Continuation:
RMI-FANCM inh,canonical_smiles
55,COC(=O)c1cc(C)sc1N1C(=O)C2CNC3(C(=O)Nc4ccc(Br)cc43)C2C1=O (centres undefined)
71,CCOc1ccc(S(=O)(=O)Nc2ccc3c(c2)N(C(=O)c2ccco2)CC3)cc1C
56,Cc1ccc(S(=O)(=O)n2nccc2-c2c(C)nc3ccccn23)cc1
70,Cc1ccc(C)c(S(=O)(=O)Nc2ccc(Cl)c(C(F)(F)F)c2)c1
56,COC(=O)c1cc(-c2ccc([N+](=O)[O-])cc2)n[nH]1
62,COC(=O)C1=C(C)N=C2SC(C#N)=C(N)N2C1c1ccc(F)cc1 (centres undefined)
52,Nc1ncn(C2O[C@H](CO)[C@@H](O)[C@H]2O)c(=O)n1 (some centres undefined)
59,O=C(Nc1nc2c(s1)CSc1ccccc1-2)c1coc2ccccc2c1=O
54,CN(C)S(=O)(=O)c1ccc(C(=O)NCCn2nc(-c3cccs3)ccc2=O)cc1
59,CCOC(=O)Cn1sc2nc(C)cc(C)c2c1=O
45,CCC(CO)Nc1nc(Nc2cc(C)ccc2C)c2nccnc2n1 (centres undefined)
70,O=C(NCCOc1ccc2nnc(-c3ccccc3)n2n1)c1ccccc1
51,CCOC(=O)NC(NNc1ccccc1)(C(F)(F)F)C(F)(F)F
60&57,NC(=O)C1CCN(CC(O)COc2ccc(-c3csnn3)cc2)CC1 (centres undefined)
54,COc1ccccc1-c1ccc(=O)n(CC(=O)Nc2ccc(C(C)=O)cc2)n1
49,Cn1c(-c2csc(-c3cccnc3)n2)n[nH]c1=S
66,O=S(=O)(NCCN1CCN(c2ccccc2F)CC1)c1ccc2c(c1)OCCO2
71,Cc1ccc(Cl)cc1S(=O)(=O)Nc1ccc2c(c1)CN(C(=O)C(C)C)CC2
52,O=C(O)C1C2C=CC(C2)C1C(=O)NCc1ccc(-c2cccs2)s1 (centres undefined)
66,COCC(=O)Nc1ccc2c(c1)N(CCC(C)C)C(=O)C(C)(C)CO2
32,COc1ccc(/C=N\N=C2/NC(=O)CS2)cc1OC
56,C#CCn1c(=NC(=O)CN2C(=O)CCC2=O)sc2cc3c(cc21)OCCO3
49,O=C(NNc1cc(Cl)ccc1Cl)c1ccno1
63,COC(=O)c1ccc2c(=O)n(CCC(=O)NCc3ccccc3OC)c(=S)[nH]c2c1
62,CCn1cccc(-c2nnc(SCC(=O)Nc3cc(OC)ccc3OC)n2C)c1=O
50,CCOC(=O)NCCc1nc2ccccc2n1Cc1c(F)cccc1Cl
60,CCOc1ccc(N2CC(NC(=O)Nc3ccc(S(=O)(=O)NC(C)=O)cc3)CC2=O)cc1 (centres undefined)
57,Cn1c(SCc2ccc([N+](=O)[O-])cc2)nnc1-c1c[nH]c2ccccc12
56,O=c1cc(CN2CCN(c3ccccc3F)CC2)occ1OCc1ccc([N+](=O)[O-])cc1

Reprinted at random: 4 records from the list.
RMI-FANCM inh,canonical_smiles
65,Cc1ccccc1-c1nsc(SCC(=O)N2CCCCC2)n1
56,Cc1noc(C)c1C(=O)Nc1ccc(N2CCOCC2)nc1N1CCOCC1
32,COc1ccc(/C=N\N=C2/NC(=O)CS2)cc1OC
60,Cc1noc(C)c1-c1nc(CSCc2ccc(Cl)cc2)no1
